Screening results deposited in PubChem BioAssay by National Center for Advancing Translational Sciences (NCATS).
RXFP1 antag = blocks the human relaxin receptor RXFP1 | Q9HBX9 | actives 0.59% (n = 350,000) | AID 1259400 | activity change, negative = inhibition, % at 57.5 µM | HEK293-RXFP1, relaxin-stimulated cAMP HTRF, 30 min; stronger effect = lower value;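 active = activity change of -60% or lower, but not beyond a set lower limit; inconclusive = change between -60% and -40%, or beyond the set limit; inactive = change above -40%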; note: % is set by controls: 0 for no effect and ±100 for the full control effect
Pol eta inh = blocks human DNA polymerase eta activity; recombinant Pol eta, fluorescent DNA replication assay; Potency, µM (doses to about 114 µM), for inactives: at the top dose activity change, negative = inhibition, most hits filed as inhibitors; actives 1.2% (n = 390,000); AID 588591; note: potency is the fitted concentration of half-maximal effect; % is set by controls: 0 for no effect and ±100 for the full control effect
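Fluorescent replication assay: 50 nM final substrate added after a 15 min room-temperature compound preincubation with 10 nM enzyme. Signal taken at 0 min and again at 10 min.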
Pol beta inh = DNA polymerase beta (human) inhibition | Pol beta primer extension/strand displacement, fluorescence kinetic | actives 1.3% (n = 340,000) | Potency, µM (top dose mostly 114 µM), for inactives: at the highest dose activity change, negative = inhibition, most hits filed as inhibitors | P06746; note: potency is the fitted concentration of half-maximal effect; % is set by controls: 0 for no effect and ±100 for the full control effect
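Homogeneous kinetic assay of primer extension and strand displacement by 10 nM Pol beta, preincubated 15 min at room temperature with compound before 50 nM substrate (final) was added. Read at 0 and 10 min; four-parameter Hill fit.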
Tb PGK inh = inhibitors of T. brucei phosphoglycerate kinase | P07378 | PGK/GAPDH coupled, Kinase-Glo luminescence, 60 min | Potency, µM (top dose mostly 57.5 µM), for the others: at the highest dose activity change, negative = inhibition, usual class: inhibitors | actives 0.043% (n = 380,000); note: potency is the fitted concentration of half-maximal effect; % is set by controls: 0 for no effect and ±100 for the full control effect; nearly all actives have a fitted effect of over 60% in size
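Luminescent ATP detection (Kinase-Glo Plus) follows a 60-minute room-temperature incubation, with wells lacking PGK as controls. Buffer: 100 mM TEA (pH 7.6), 5 mM MgCl2, 0.01% Tween-20. Coupling enzyme GAPDH (100 nM final) supplies unstable 1,3-BPG in-well.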
Pol iota inh = blocks human DNA polymerase iota activity. actives 1% (n = 390,000). AID 588590. Potency, µM (highest dose often 115 µM), inactives show at the top dose activity, negative = inhibition, usual class: inhibitors. Pol iota fluorescent replication assay, 10 min; note: potency is the fitted concentration of half-maximal effect
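Pol iota at 10 nM preincubated 15 min with compounds at room temperature; reaction started with fluorescent substrate, 50 nM final. Fluorescence read kinetically at 0 and 10 min; buffer-only wells as negative control.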
Apoferritin bind = binds horse apoferritin like a general anesthetic | P02791 | apoferritin/1-aminoanthracene competitive binding, fluorescence | Potency, µM (top dose mostly 77.5 µM), for the others: at the highest dose activity change, negative = displacement, hits mostly inhibitors | actives 0.074% (n = 350,000) | AID 485281; note: potency is the fitted concentration of half-maximal effect; % is set by controls: 0 for no effect and ±100 for the full control effect; nearly all actives have a fitted effect of over 20% in size
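Concentration-response curves derived by four-parameter Hill fitting of normalized fluorescence, where compounds displaced 1-AMA from 10 uM horse apoferritin following a brief 10 min room-temperature incubation; propofol titration acted as positive control.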
POLK inh = inhibitors of human DNA polymerase kappa; purified Pol kappa, fluorescent DNA synthesis assay, 10 min; Potency, µM (titrated, usually from 107 µM), for inactives: at the top dose activity, negative = inhibition, actives largely listed as inhibitors; actives 0.53% (n = 400,000); AID 588579; note: potency is the fitted concentration of half-maximal effect; % is set by controls: 0 for no effect and ±100 for the full control effect
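Readout: fluorescence, taken kinetically at 0 and 10 min. Conditions: 10 nM Pol kappa, 15 min RT compound preincubation, 50 nM substrate final. Controls: enzyme-free buffer wells.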
APE1 inh = blocks human APE1 abasic DNA cleavage | actives 0.35% (n = 350,000) | recombinant APE1, TAMRA/BHQ-2 abasic DNA cleavage fluorescence | Potency, µM (top dose mostly 65.8 µM), for inactives: at the top dose activity change, negative = inhibition, most hits filed as inhibitors | AID 2517 | P27695;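 note: potency is the fitted concentration of half-maximal effect; plate controls were vehicle for no effect and reference inhibitor for full effect; nearly all actives have a fitted effect of over 55% in size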
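Step 1: APE1 (0.75 nM) with compound, 15 min RT. Step 2: add 50 nM fluorophore/quencher THF duplex. Step 3: three fluorescence reads 60 s apart (525/598 nm); read 3 minus read 1 = reaction progress.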
BLM helicase inh = inhibitors of human Bloom syndrome helicase BLM; AID 2528; recombinant BLM DNA unwinding, fluorescence dequenching; P54132; Potency, µM (titrated, usually from 56.1 µM), for the others: at the highest dose activity change, negative = inhibition, most hits filed as inhibitors; actives 0.2% (n = 350,000);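 note: potency is the fitted concentration of half-maximal effect; plate controls were vehicle for no effect and no enzyme for full effect; nearly all actives have a fitted effect of over 35% in size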
Target sequence (P54132 whole entry, looked up): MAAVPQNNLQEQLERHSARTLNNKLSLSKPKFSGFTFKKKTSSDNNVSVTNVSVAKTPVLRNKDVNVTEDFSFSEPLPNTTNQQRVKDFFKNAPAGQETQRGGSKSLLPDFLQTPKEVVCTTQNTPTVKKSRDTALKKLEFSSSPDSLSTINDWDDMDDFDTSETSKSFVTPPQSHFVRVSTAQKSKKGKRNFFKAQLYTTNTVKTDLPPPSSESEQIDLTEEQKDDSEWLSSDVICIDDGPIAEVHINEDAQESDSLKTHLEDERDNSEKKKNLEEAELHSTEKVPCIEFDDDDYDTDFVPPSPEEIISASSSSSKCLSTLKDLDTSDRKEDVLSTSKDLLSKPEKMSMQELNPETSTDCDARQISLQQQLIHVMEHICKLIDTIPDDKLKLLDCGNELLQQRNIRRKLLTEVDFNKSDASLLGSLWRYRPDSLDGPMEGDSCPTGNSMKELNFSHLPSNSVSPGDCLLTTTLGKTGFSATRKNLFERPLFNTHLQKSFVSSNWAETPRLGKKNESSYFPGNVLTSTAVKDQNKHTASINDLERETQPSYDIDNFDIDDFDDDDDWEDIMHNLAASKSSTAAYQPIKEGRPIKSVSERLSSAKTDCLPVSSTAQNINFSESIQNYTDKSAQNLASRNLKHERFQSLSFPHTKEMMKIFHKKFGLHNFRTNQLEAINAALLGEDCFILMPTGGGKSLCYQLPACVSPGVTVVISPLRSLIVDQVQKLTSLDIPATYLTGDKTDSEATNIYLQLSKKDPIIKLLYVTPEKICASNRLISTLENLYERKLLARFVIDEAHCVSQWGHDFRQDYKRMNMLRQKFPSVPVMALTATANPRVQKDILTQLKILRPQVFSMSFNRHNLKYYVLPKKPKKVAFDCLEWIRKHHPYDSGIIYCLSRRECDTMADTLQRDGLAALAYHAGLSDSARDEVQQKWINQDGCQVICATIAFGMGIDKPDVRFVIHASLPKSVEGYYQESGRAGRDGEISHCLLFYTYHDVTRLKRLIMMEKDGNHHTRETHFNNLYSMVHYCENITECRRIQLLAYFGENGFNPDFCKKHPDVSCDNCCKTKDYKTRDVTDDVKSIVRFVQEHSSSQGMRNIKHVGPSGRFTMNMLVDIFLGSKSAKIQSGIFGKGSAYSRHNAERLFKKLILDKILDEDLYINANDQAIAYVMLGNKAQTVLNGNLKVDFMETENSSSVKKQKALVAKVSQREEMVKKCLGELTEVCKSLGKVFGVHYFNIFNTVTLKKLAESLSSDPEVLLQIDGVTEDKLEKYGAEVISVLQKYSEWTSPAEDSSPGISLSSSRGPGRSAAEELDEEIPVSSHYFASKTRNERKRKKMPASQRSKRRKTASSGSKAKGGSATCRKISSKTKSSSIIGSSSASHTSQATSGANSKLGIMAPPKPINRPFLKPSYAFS
An asterisk follows results filed as active; i = inactive; ? = inconclusive; . = no result given; [ ] = another dose, or the depositor's remark. Unless noted, calls come from the whole dose curve; as a rule, active = well fitted curve in the direction sought with a large enough effect; inconclusive = small, poorly fitted or top-dose-only effect, or another doubt; inactive = no such curve, though single readings can be large; an effect the other way counts as inactive or inconclusive. An excerpt; the hit share may differ from the screen's.

SMILES	RXFP1 antag	Pol eta inh	Pol beta inh	Tb PGK inh	Pol iota inh	Apoferritin bind	POLK inh	APE1 inh	BLM helicase inh
Cc1ccc(-c2csc(N=C(N)N)n2)c(C)c1	11	-17%	3%	i	-26%	-6%	-13%	10%	-1%
O=C(COC(=O)Cc1ccsc1)Nc1ccc(Br)cc1F	0	-16%	.	-9%	14%	.	-3%	18%	.
CC1C=CCC2C(=O)N(c3ccccc3OC(=O)c3cccs3)C(=O)C12 (stereo not drawn)	-10	4%	33%[activator]	-3%	0%	-12%	1%	-1%	-1%
O=C1C2C(C(=O)N1c1nccs1)C1C=CC2C12CC2 (stereo not drawn)	5	-4%	39%	.	-14%	-5%	-9%	4%	-3%
Cc1nnsc1C(=O)NC(C)C12CC3CC(CC(C3)C1)C2 (stereo not drawn)	-5	3%	38%	-1%	-7%	?	-8%	0%	2%
CC[C@@H]1CCCCc2ccccc2[C@H](C(=O)C[C@H](O)CC(C)=O)OC1=O	.	-18%	.	0%	23%	.	-13%	5%	.
CCCN(CCC)CCNc1c(NC2CCN(C(=O)OCC)CC2)c(=O)c1=O	.	-1%	14%	-4%	15%	-1%	13%	-7%	2%
COc1ccc(/C=C(/C(=O)Nc2ccccc2C(=O)N2CCCC2)c2ccccc2)cc1	-3	-21%	10%	-5%	17%	-18%	-7%	7%	-6%
CN1CCN(C(=O)c2ccc3c(=O)n(-c4ccc(F)cc4)c(=S)[nH]c3c2)CC1	-21	-18%	1%	i	131%[activator]	4%	0%	-3%	-4%
O=C(CN1CC[n+]2c(-c3ccccc3)csc21)c1ccc(Br)cc1	-2	-18%	-23%	5%	7%	-7%	-8%	5%	-4%
CCCCN(C(=O)Cc1cccc(F)c1)c1c(N)n(CCC)c(=O)[nH]c1=O	-4	-15%	9%	2%	16%	-5%	7%	2%	-4%
CCC(C)N1CCN(C(=O)c2cccs2)CC1 (stereo not drawn)	-15	-6%	.	-6%	-1%	.	-13%	.	.
CCN(CC)CC#CCC(O)(c1ccccc1)c1ccc(Br)cc1 (stereo not drawn)	-8	-14%	1%	5%	-13%	-6%	-6%	-2%	1%
Cc1ccc(CNC(=O)C(=O)c2cn(CC(=O)N3CCCC3)c3ccccc23)cc1	-6	-5%	-5%	6%	19%	?	-11%	24%	-4%
O=C(N/N=C/C=C/c1ccccc1[N+](=O)[O-])c1cccs1	-1	-14%	1%	-4%	19%	-15%	-4%	2%	-2%
Cc1[nH]c2ccccc2c1C(O)CN1CCC2(CC1)OCCO2 (stereo not drawn)	0	-9%	22%	2%	13%	9%	-4%	15%	2%
CC(=O)Nc1ccc(NC(=O)CN2C(=O)CCc3cc(S(=O)(=O)N4CCCCC4)ccc32)cc1	.	-4%	-1%	i	12%	0%	-11%[60.1 µM]	.	2%
c1cncc(-c2nnc3n2CCC3)c1	11	-8%	-2%	-2%	37%[activator]	-6%	-9%	3%	0%
O=C(c1cnc(N2CCOCC2)c2ccccc12)N1CCN(c2ccc(F)cc2)CC1	-35	-4%	20%	-2%	8%	-5%	-3%[60.1 µM]	.	-2%
COc1ccc(S(=O)(=O)NCc2ccccc2)cc1Br	.	.	48%	.	.	?	.	-3%	-3%
Cc1ccc(NC(=O)c2ccncc2)cc1[N+](=O)[O-]	-6	-16%	-8%	-1%	123%	1%	-3%	6%	4%
CCCN1C(=O)C(Cc2nc3ccccc3c(=O)n2CC)c2cc(Br)ccc21 (stereo not drawn)	-2	-15%	-1%	8%	24%	?	-18%	.	-3%
O=C1C(=Cc2cccs2)C(=O)c2ccccc21	-12	-4%	10%	-9%	-25%	-14%	-21%	4%	-12%
Cc1cccc(CSc2ncc(Cl)c(C(=O)Nc3nc4ccc(F)cc4s3)n2)c1	.	-1%	-1%	1%	-5%	-7%	-20%	.	0%
Cc1nnc(N/N=C/c2ccccc2F)n1N	5	-21%	26%	3%	?	9%	-4%[60.1 µM]	-7%	0%
COc1ccc(NC(=O)CCS(=O)(=O)c2nc(-c3ccc4c(c3)OCO4)cc(C(F)(F)F)n2)cc1OC	1	-17%	-16%	-7%	?	-16%	-12%	.	-4%
CCCc1c(C)nc(N2CCN(c3ccccc3F)CC2)[nH]c1=O	5	-6%	0%	1%	7%	-9%	4%	18%	-9%
COc1ccc(-n2cc(CN(C)C(C)c3ccncn3)c(-c3cccc(F)c3)n2)cc1 (stereo not drawn)	-19	-16%	7%	-9%	7%	-10%	3%	17%	-11%
O=c1oc(Nc2cccc(Cl)c2)nc2ccccc12	-19	-19%	-18%	9%	213%[activator]	-7%	-3%	0%	-5%
CCOc1ccc(N=C2NC(=O)C(CC(=O)Nc3ccccc3)S2)cc1 (stereo not drawn)	-4	0%	-8%	-1%	20%	?	16%	-3%	-1%
Cc1cccc(C(=O)N(Cc2cccs2)C2CCS(=O)(=O)C2)c1 (stereo not drawn)	14	-16%	25%	-5%	-3%	-7%	1%	13%	-6%
O=C(CCCCn1c(=O)c2ccccc2n(Cc2cccc(F)c2)c1=O)NCc1ccc2c(c1)OCO2	.	-13%	-3%	-2%	24%	-12%	-14%	.	-8%
CCOc1ccc(C(C)NC(=S)NCc2ccc(F)cc2)cc1 (stereo not drawn)	-4	-28%	0%	5%	24%	-4%	-4%	1%	-6%
O=C(Nc1ccccc1)c1ccccc1NC(=O)C1CCCCC1	-4	2%	6%	i	?	?	-9%	-5%	-9%
CCOC(=O)N1CCN(C(=O)/C(=C/c2cccc3ccccc23)NC(=O)c2ccc(OC)c(OC)c2)CC1	.	-6%	20%	-8%	27%	-16%	-4%	-9%	1%
COc1ccc(Br)cc1CN(C)C(=O)CNC(=O)c1ccc2ccccc2c1	-1	-21%	-21%	-3%	138%[activator]	1%	-12%	-24%	-6%
COC(CN(C)C(=O)C1CCC(CNS(=O)(=O)c2ccc(C)cc2)CC1)OC (stereo not drawn)	12	-21%	-1%	.	6%	1%	2%	-1%	0%
CN(Cc1ccccc1)CC(O)COc1ccc(CNCc2cccnc2)cc1 (stereo not drawn)	4	-19%	21%	-1%	-13%	-11%	-11%	3%	5%
CC(C)CN(C(=O)CCNC(=O)c1ccccc1Cl)C1CCS(=O)(=O)C1 (stereo not drawn)	-1	3%	.	-2%	?	.	1%	17%	.
COc1ccc(C)cc1NCc1ccc(OC)c(C)c1OC	-1	-22%	-18%	-2%	5%	-18%	-20%	-5%	-5%
Cn1nc(C(=O)NC2=NCCS2)ccc1=O	-7	-1%	1%	6%	-2%	-5%	-5%	-2%	-1%
CC1(C)Cc2c(sc3c2C(=O)N(c2ccccc2)C2=NCCN23)CS1	?	-13%	29%	-2%	-8%	-2%	-2%	-1%	-8%
COc1ccc(CNC(=O)/C=C/c2ccco2)cc1OC	5	-15%	-7%	-3%	52%[activator]	-7%	6%	-7%	-18%
CCn1ccc2cc(S(=O)(=O)N3CCC(C(=O)NCCc4ccc(C)cc4)CC3)ccc21	-13	-22%	3%	i	31%[activator]	56%[activator]	-8%[60.1 µM]	.	-1%
O=C(CSc1nnc(-c2ccccc2Cl)o1)N1CCOCC1	-1	-24%	41%	5%	7%	5%	0%	-3%	-4%
O=C(/C=C/c1ccccc1)NNc1ccc(Cl)cc1	3	-3%	3%	i	42%[activator]	-20%	14%	17%	-3%
O=C(Nc1ccc(F)cc1)c1ccc(S(=O)(=O)N2CCOCC2)o1	-7	-12%	-16%	-8%	10%	-2%	-5%	-4%	-6%
CCn1c(SCC(=O)NC2CCCC2)nc2c1c(=O)n(C)c(=O)n2C	-2	-15%	-1%	i	61%[activator]	-8%	4%	46%[activator][12.4 µM]	2%
CCCCC(=O)Nc1cccc(C(=O)Nc2ccccc2C(=O)O)c1	-17	2%	-23%	i	55%[activator]	-5%	4%	-2%	-1%
COc1ccc(CN2CCNC(=O)C2CC(=O)NC2CCCC2)c(OC)c1 (stereo not drawn)	-4	-20%	4%	i	23%	1%	9%	6%	1%
COc1ccc(OC(=O)c2ccc(Cl)cc2)c(C(C)=O)c1	-18	-2%	-2%	1%	?	?	-10%	-18%	-1%
CC1(C)Cc2c(sc3ncn4nnnc4c23)CO1	.	.	4%	.	.	-8%	.	4%	0%
CC(Oc1ccc(-c2ccccc2)cc1)C(=O)N/N=C/c1cccnc1 (stereo not drawn)	0	?	22%	-8%	36%[activator]	?	0%	-3%	-5%
Cc1cccc(NC(=O)N2CCC(CN3CCc4ccccc4C3)CC2)c1C	-7	-12%	-23%	2%	16%	-12%	1%	.	-2%
CCC(CNc1cc(OC)cc2cccnc12)NC1CCCCC1 (stereo not drawn)	4	-8%	?	.	?	-7%	-26%	-2%	8.9µM*
CC(C)CCNC(=O)c1ccc2c(c1)NC(=O)C(CS(=O)(=O)Cc1cccc(Br)c1)N2 (stereo not drawn)	-30	-19%	10µM*	-9%	?	-23%	-11%	.	-11%
C/C(=N\Nc1nc(C)cc(-c2ccccc2)n1)c1ccc(C)o1	-4	-8%	-1%	-5%	-7%	?	0%	1%	-1%
CC(C)[C@H](NC(=O)OCc1ccccc1)C(=O)OCC(=O)N1C(C)CCCC1C (stereo partly drawn)	-11	-23%	.	-3%	-3%	.	-11%	.	.
CCCCC(=O)Nc1cccc(-c2nc3ncccc3o2)c1	-2	-11%	1%	8%	10%	2%	-5%	1%	-3%

Copied from the results shown, 3 compounds:
SMILES	RXFP1 antag	Pol eta inh	Pol beta inh	Tb PGK inh	Pol iota inh	Apoferritin bind	POLK inh	APE1 inh	BLM helicase inh
C/C(=N\Nc1nc(C)cc(-c2ccccc2)n1)c1ccc(C)o1	-4	-8%	-1%	-5%	-7%	?	0%	1%	-1%
CC(C)[C@H](NC(=O)OCc1ccccc1)C(=O)OCC(=O)N1C(C)CCCC1C (stereo partly drawn)	-11	-23%	.	-3%	-3%	.	-11%	.	.
CCCCC(=O)Nc1cccc(-c2nc3ncccc3o2)c1	-2	-11%	1%	8%	10%	2%	-5%	1%	-3%
